Bioassay records from PubChem.
HCMV inh: blocks human cytomegalovirus replication. HFF cells, HCMV-luciferase reporter, 72 h; hits give low values. activity change, negative = inhibition, % at 57.5 µM. hit rate 4.5% among 410,000. AID 1259415; in the data active = activity change below about -60%; inconclusive = no clear call, values can overlap the other calls; inactive = above about -39%
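Luciferase read-out from HCMV-luciferase-infected HFFs (MOI 1 PFU/cell) 72 h post infection at 37C; compounds added after 16 h cell attachment; activity normalized between buffer-only basal and Salinomycin (10uM) inhibitor controls.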
Sm TGR block: S. mansoni TGR enzyme inhibition; purified TGR, DTNB reduction, TNB absorbance 405 nm; hit rate 3% among 360,000; Q962Y6; Potency, µM (highest dose often 114 µM), without a hit: at the top dose activity change, negative = inhibition, actives largely listed as inhibitors; AID 485364; also: potency is read from the fitted curve at half-maximal effect; nearly all actives have a fitted effect of over 60% in size
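First, TGR (20 nM dispensed) and NADPH were mixed with compound. Second, a 15 min room-temperature incubation followed. Third, further NADPH and then DTNB were added to start the reaction. Finally, TNB absorbance was monitored kinetically.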
HCV inhibitor: blocks hepatitis C virus; Huh7.5.1 HCVcc-Cre infection, luciferase reporter, 44 h; Potency, µM (titrated, usually from 41.8 µM), without a hit: top-dose activity change, negative = inhibition, usual class: inhibitors; hit rate 3.4% among 340,000; also: potency is read from the fitted curve at half-maximal effect
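Whole-lifecycle infectious HCVcc-Cre system; cells 1,000/well, compound then virus (~0.5 moi) added 4 h after plating, 44 h culture. Luciferase read 15 sec following 15 min substrate incubation, room temp.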
AMA1 RON2 block: inhibitors of Plasmodium falciparum AMA1-RON2 interaction | hit rate 0.2% among 360,000 | Potency, µM (series often up to 58.2 µM), without a hit: at the highest dose activity change, negative = inhibition, usual class: inhibitors | AlphaScreen AMA1-biotinylated RON2 peptide binding | AID 720542;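 also: potency is read from the fitted curve at half-maximal effect; 0% = vehicle wells and -100% = peptide control; nearly all actives have a fitted effect of over 45% in size; some results filed as inactive show a strong effect at the top dose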
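AMA1 (3D7) with his tag at 25 nM final met compounds first, then biotinylated RON2 peptide at 25 nM; detection used donor plus acceptor beads, 10 µg/mL apiece, read by AlphaScreen after 30 min at room temperature.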
FBPA Giardia inh: inhibitors of Giardia lamblia fructose-1,6-bisphosphate aldolase; purified Giardia FBPA; Potency, µM (titrated, usually from 59.6 µM), for the others: top-dose activity, negative = inhibition, usual class: inhibitors; hit rate 0.71% among 290,000; also: potency is read from the fitted curve at half-maximal effect; nearly all actives have a fitted effect of over 55% in size
Target sequence (A8B2U2 whole entry, looked up): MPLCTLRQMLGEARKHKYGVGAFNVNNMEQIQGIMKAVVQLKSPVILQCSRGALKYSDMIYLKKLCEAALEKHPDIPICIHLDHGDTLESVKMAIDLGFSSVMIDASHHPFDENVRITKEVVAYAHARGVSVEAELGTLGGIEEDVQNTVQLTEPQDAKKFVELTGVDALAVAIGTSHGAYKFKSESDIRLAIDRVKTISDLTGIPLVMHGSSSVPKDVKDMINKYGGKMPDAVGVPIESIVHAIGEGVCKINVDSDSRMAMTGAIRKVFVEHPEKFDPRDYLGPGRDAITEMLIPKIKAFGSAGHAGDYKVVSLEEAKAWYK
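40 nM FBPA preincubated 10 min at RT with compound (up to 57.5 uM final), then substrate plus GAPDH/TPI/NAD/arsenate coupling and diaphorase/resazurin added. Fluorescence read after 20 min at RT, 525/598 nm.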
AmpC inh detg: blocks E. coli AmpC beta-lactamase in detergent assay; P00811; AmpC hydrolysis of nitrocefin, absorbance 480 nm, 0.01% Triton; Potency, µM (highest dose often 114 µM), inactives show at the top dose activity change, negative = inhibition, most hits filed as inhibitors; hit rate 0.041% among 370,000; AID 485294;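 also: potency is read from the fitted curve at half-maximal effect; 0% = no-compound wells and -100% = no-enzyme wells; nearly all actives have a fitted effect of over 25% in size; some results filed as inactive show a strong effect at the top dose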
Target sequence (P00811 whole entry, looked up): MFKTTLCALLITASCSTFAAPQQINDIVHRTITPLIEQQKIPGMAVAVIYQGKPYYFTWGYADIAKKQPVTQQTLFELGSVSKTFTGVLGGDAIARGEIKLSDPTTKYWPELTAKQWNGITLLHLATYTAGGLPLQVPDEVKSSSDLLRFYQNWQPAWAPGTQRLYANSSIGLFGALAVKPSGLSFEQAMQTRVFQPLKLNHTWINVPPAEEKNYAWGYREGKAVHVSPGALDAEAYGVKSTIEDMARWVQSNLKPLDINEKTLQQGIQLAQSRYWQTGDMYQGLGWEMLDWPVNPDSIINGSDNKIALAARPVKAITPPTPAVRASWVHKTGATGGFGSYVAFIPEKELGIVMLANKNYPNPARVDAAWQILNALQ
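20 mM phosphate pH 7.0 + 0.01% (detergent screen) or 0.0001% Triton X-100; 5.3 nM AmpC reagent; cpd preinc 15 min RT; nitrocefin (800 uM stock) to start; A480 q20 s × 4 min; Activity was normalised to no-enzyme and no-compound control wells.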
Numbers without * were called inactive; ? = inconclusive; / = no result given; [ ] = dose if it differs, or a comment. Unless noted, calls follow the shape of the dose curve; as a rule, active = well fitted curve in the direction sought with a large enough effect; inconclusive = small, poorly fitted or top-dose-only effect, or another doubt; inactive = no such curve, though single readings can be large; an effect the other way counts as inactive or inconclusive. Unless noted, % is scaled to controls: 0 for no effect and ±100 for the full control effect.

SMILES	HCMV inh	Sm TGR block	HCV inhibitor	AMA1 RON2 block	FBPA Giardia inh	AmpC inh detg
Cc1noc(C)c1S(=O)(=O)N(C)C[C@H]1Oc2c(cccc2N(C)C)C(=O)N([C@H](C)CO)C[C@@H]1C	2	/	-56%	0%	/	/
O=C(O)c1ccc(C2Nc3ccccc3-c3nnc(SCc4ccc(Cl)cc4)nc3O2)cc1 (centres undefined)	28	-7%	/	/	/	20%
Cc1cc2c(s1)c1cnn(-c3ccccc3)c(=O)c1n2C	14	-6%	/	/	/	-6%
CC(C)CCNS(=O)(=O)c1ccc(-c2ccc(S(=O)(=O)NCCC(C)C)cc2)cc1	23	0%	1%	9%	2%	-11%
C=CCN1CCc2c(cc(O)c(O)c2Br)[C@@H](c2ccccc2)C1	58	/	?	-7%	-6%	/
O=C(COc1cc(Cl)ccc1Cl)Nc1ccc2[nH]c(=O)[nH]c2c1	-19	-2%	-7%	0%	/	-9%
O=C(Cn1nc2c(cc1=O)CCCC2)NCc1ccc(Cl)cc1	-11	4%	/	/	/	-8%
O=C1NC(=Nc2ccccc2)CS1	57	0%	0%	15%	0%	-8%
Cc1nn(Cc2c(Cl)cccc2Cl)c(Cl)c1/C=C/C(=O)OCC(=O)NCC(F)(F)F	-6	4%	-12%	2%	0%	1%
COc1ccc(-n2c(=O)c3c4c(sc3n(Cc3ccccc3)c2=O)CCC4)c(OC)c1	?	6%	/	/	/	12%
O=S(=O)(N/N=C\c1cccnc1)c1ccccc1	?	3%	30%	?	-15%	-8%
Fc1ccc(C2=Nn3c(Cc4ccccc4)nnc3SC2)cc1	?	2%	17%	-1%	-2%	2%
COc1ccc(NC2=C(C(C)=O)C(c3ccc(N(C)C)cc3)C(C(C)=O)C(C)(O)C2)cc1 (centres undefined)	?	-2%	15%	7%	0%	3%
CCc1ccc2[nH]c(C(=O)Nc3ccc(F)cc3Br)cc2c1	24	7%	-12%	0%	14%	5%
Cc1ccc(NC(=O)CN2CCC(Cc3ccccc3)CC2)cc1S(=O)(=O)N(C)C	-22	1%	11µM*	?	?	1%

Nothing new here: entries from further up.
SMILES	HCMV inh	Sm TGR block	HCV inhibitor	AMA1 RON2 block	FBPA Giardia inh	AmpC inh detg
Cc1noc(C)c1S(=O)(=O)N(C)C[C@H]1Oc2c(cccc2N(C)C)C(=O)N([C@H](C)CO)C[C@@H]1C	2	/	-56%	0%	/	/
O=C(O)c1ccc(C2Nc3ccccc3-c3nnc(SCc4ccc(Cl)cc4)nc3O2)cc1 (centres undefined)	28	-7%	/	/	/	20%
Cc1cc2c(s1)c1cnn(-c3ccccc3)c(=O)c1n2C	14	-6%	/	/	/	-6%
CC(C)CCNS(=O)(=O)c1ccc(-c2ccc(S(=O)(=O)NCCC(C)C)cc2)cc1	23	0%	1%	9%	2%	-11%
C=CCN1CCc2c(cc(O)c(O)c2Br)[C@@H](c2ccccc2)C1	58	/	?	-7%	-6%	/
O=C(COc1cc(Cl)ccc1Cl)Nc1ccc2[nH]c(=O)[nH]c2c1	-19	-2%	-7%	0%	/	-9%
O=C(Cn1nc2c(cc1=O)CCCC2)NCc1ccc(Cl)cc1	-11	4%	/	/	/	-8%

Next part:
SMILES	HCMV inh	Sm TGR block	HCV inhibitor	AMA1 RON2 block	FBPA Giardia inh	AmpC inh detg
O=C1CC2C(CC(OC(=O)c3ccc(-c4ccccc4)cc3)C2CO)O1 (centres undefined)	81	-9%	1%	12%	1%	1%
CCOC(=O)c1ccc(CN(Cc2ccc(C)cc2)S(=O)(=O)c2ccc(F)c(C(=O)Nc3ccc(C)c(F)c3)c2)cc1	1	0%	/	/	/	6%
CC(C)(C)c1cc(C(=O)N/N=C/c2ccc(-c3ccccc3[N+](=O)[O-])o2)n[nH]1	-34	-32%	?	76%[activator]	/	0%
N#CC1=C(Nc2ccccc2)SC=C(c2ccccc2)N=C1N1CCOCC1	4	0%	-27%	-11%	-5%	3%
CN(C)c1ccc(/C=N/NC(=O)c2cc(-c3ccc4c(c3)OCO4)n[nH]2)cc1	-38	-16%	?	41%[activator]	3%	-7%
O=C(O)c1ccc(CSc2nnc(COc3ccc(Cl)cc3Cl)o2)cc1	26	-5%	1%	-1%	13%	?
O=C1NCC(COCC2CC=CCC2)O1 (centres undefined)	7	8%	10%	2%	7%	3%
COc1ccc(C2C(C(=O)Nc3ccccc3OC)=C(C)Nc3nnnn32)c(OC)c1 (centres undefined)	1	-1%	7%	-4%	4%	-3%
COc1cc(C2OCC3C(c4cc(OC)c(OC)c(OC)c4)OCC23)cc(OC)c1OC (centres undefined)	11	?	?	-1%	-4%	5%
COC(=O)c1sccc1S(=O)(=O)N(CC(=O)NCc1ccccc1)c1ccccc1	11	-4%	/	/	/	-3%
COC(=O)c1ccc(C)c(NC(=O)CCSc2ccc(Cl)cc2)c1	-18	0%	?	4%	6%	3%
CC(CCc1ccccc1)NCc1cccc2ccccc12 (centres undefined)	1	0%	?	-24%	-27%	?
O=c1/c(=C/c2ccc(O)cc2)sc2n1CCCN=2	-18	0%	5%	0%	-2%	3%
O=C(/C=C\Nc1ccccn1)c1ccccc1	46	-3%	8%	-1%	2%	-14%
O=C(NCc1ccco1)c1cccc2c1C(=O)N(C1CCCCC1)C2	4	-8%	5%	-17%	3%	?
Cc1cc(=O)oc(C)c1C(=O)NCCN1CCOCC1	8	?	23%	12%	-3%	?
NCCSC1CC(=O)N(Cc2ccc(F)cc2)C1=O (centres undefined)	-22	7.9µM*	23%	-8%	2%	-13%
Cc1c(C(=O)Nc2ccc(C(=O)O)cc2)nnn1-c1ccccc1	-74*	5%	/	/	/	-6%
CC1(c2ccccc2)NC(=O)N(CC(=O)Nc2ccccc2C(=O)N2CCCCC2)C1=O (centres undefined)	-1	0%	-9%	-8%	/	-15%
COc1ccccc1N1CCN(C(=O)CN(c2cc(C)cc(C)c2)S(C)(=O)=O)CC1	30	-12%	-20%	-3%	0%	-13%
COc1ccc(C(=O)NC2CCCCCC2)cc1S(=O)(=O)N1CCOCC1	-20	-27%	17%	-15%	/	5%
CCn1nc(C)c2c(-c3ccccc3)cc(=O)n(C(C)C(=O)NCc3ccc(C)cc3)c21 (centres undefined)	12	-10%	/	/	/	4%
NC(=O)CC(NC(=O)c1cccc(Br)c1)c1ccc(NC2CCCCCCC2)c([N+](=O)[O-])c1 (centres undefined)	-27	-9%	-1%	-25%	9%	?
COc1ccc(-c2noc(CCC(=O)NCc3ccc(C)cc3)n2)cc1	0	-1%	/	/	/	13%
COc1ccc(N(C(=O)c2ccco2)C(C(=O)NC2CCCCC2)c2ccccc2)cc1 (centres undefined)	-77*	/	-14%	-8%	/	/
O=C(c1ccccc1)c1ccc(OCC(O)CN2CCOCC2)cc1 (centres undefined)	28	/	-4%	-2%	/	/
CC1CCN(S(=O)(=O)c2ccc(C(=O)N(C)C3CCS(=O)(=O)C3)cc2)CC1 (centres undefined)	-3	1%	19%	-3%	/	-14%
COc1cc(C)nc(N(C)S(=O)(=O)c2ccccc2Cl)n1	?	-6%	-3%	-7%	1%	-2%
Cc1cccc(NC(=O)/C(=C\c2ccco2)NC(=O)c2ccccc2)c1	-17	20µM*	?	3%	-12%	1%
Cc1ccccc1N(CC(=O)N/N=C/c1ccc(Cl)cc1)C(=O)c1ccccc1	19	-27%	?	12%	-2%	0%
Cc1ccc(CCNC(=O)CN2C(=O)COc3ccccc32)cc1	-38	-6%	?	11%	5%	0%
CCN(CC)S(=O)(=O)c1ccc2oc(C(=O)Nc3ccc(OC)cc3OC)c(C)c2c1	0	-17%	-9%	-1%	-5%	2%
O=C(N/N=C/c1ccco1)C12CC3CC(CC(C3)C1)C2	-20	-29%	3%	8%	0%	3%
Cc1ccc(NC2=C(Cl)C(=O)OC2OC(=O)c2ccccc2)c(C)c1 (centres undefined)	6	-24%	-5%	5%	-9%	?
Cc1ccc(C(=O)O)cc1NC(=S)NC(=O)c1ccc(-c2ccccc2)cc1	44	?	7%	56%[activator]	0%	6%
CN1CCN(c2nc(-c3cccs3)cs2)CC1	11	-12%	-23%	-12%	-19%	-3%
CN(C(=O)c1cncc(Br)c1)C1C2CC3CC(C2)CC1C3 (centres undefined)	-5	0%	21%	0%	13%	-21%
O=C(N/N=C/C(Br)=C\c1ccccc1)c1ccco1	94	?	-19%	2%	2%	5%
COc1ccc(CNC(=O)COC(=O)c2cc(C)nc3ccccc23)cc1	40	/	-1%	12%	/	/
CC(C)C1C(=O)CC(c2ccccc2)NC1c1ccccc1 (centres undefined)	-8	11%	5%	0%	3%	2%
CC1CCCCCCC1OC(=O)c1ccccc1C(=O)O (centres undefined)	-39	/	19%	15%	/	/
Fc1ccc(CNCCc2c[nH]c3ccccc23)cc1	2	-21%	-10%	-9%	-1%	3%
CC(C)C(NC(=O)c1ccccc1NC(=O)C(C)(C)C)C(=O)N1CCOCC1 (centres undefined)	-11	/	-1%	-2%	/	/
COc1ccc(S(=O)(=O)N2CCOC2CNC(=O)C(=O)NCCCN(C)C)cc1C (centres undefined)	10	/	11%	7%	/	/
O=C(Cn1c(=O)n(CCC(=O)N2CCc3ccccc3C2)c(=O)c2ccccc21)NCC1CCCO1 (centres undefined)	37	-5%	3%	-26%	-8%	-12%
COc1ccc(Nc2nnc(-c3ccc(O)cc3)c3ccccc23)cc1C(N)=O	-33	5%	-14%	-11%	1%	-5%
CCC1(C)Cc2c(sc3nc(SC)[nH]c(=S)c23)CO1 (centres undefined)	/	-4%	4%	68%[activator]	17%	?
O=C(NC1CCCCC1)C1c2ccccc2C(=O)N1Cc1ccco1 (centres undefined)	44	40µM*	?	-5%	4%	6%
COC(=O)c1ccccc1NC(=O)Cn1c(=O)n(CCCC(=O)NCCc2ccc(OC)c(OC)c2)c(=O)c2ccccc21	13	?	/	/	/	-1%
COC(=O)c1ccc(NC(=O)CSc2nnc(C3CC3)n2C)cc1	-30	-17%	17%	-1%	-1%	-2%
O=C(c1cccc(OC(F)F)c1)N1CCN(c2ncccn2)CC1	-32	0%	-9%	1%	3%	?
CCc1ccccc1NC(=O)CSc1nnc(-c2cc(OC)c(OC)c(OC)c2)o1	11	-3%	/	/	/	-1%
O=C(Nc1ccc(N2CCOCC2)cc1)NC1CCCCC1	3	2%	0%	-4%	-6%	-8%
CCCC(=O)N1CCc2cc(OC)c(OC)cc2C1c1cc2cc3c(cc2[nH]c1=O)OCO3 (centres undefined)	17	/	-3%	-2%	/	/
Cc1nn(Cc2ccccc2Cl)c2sc(C(=O)NCCCn3ccnc3)cc12	-34	2%	-22%	-6%	-2%	?
Cc1ccc2nc(CN3CCN(S(=O)(=O)c4ccc(F)cc4)CC3)oc2c1	-25	-2%	/	/	/	13%
Cc1ccc(Cl)c(NC(=O)COC(=O)c2nn(-c3ccccc3)cc2O)c1Cl	28	/	-13%	-3%	/	/
CCn1c(SCC(=O)c2cc(OC)ccc2OC)nnc1C1CC1	-6	?	4%	14%	?	?
